Screening results (PubChem)
OX1R antag – antagonists of human orexin 1 receptor (OX1R); inhibition, % at 6.6 µM; hit rate 1.8% among 330,000; AID 485270, 2010; OX1R-expressing cells, FRET antagonist read-out; in the data active = inhibition mostly above about 38%, no sharp cut-off; inactive = mostly below about 40%;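 also: 0% = agonist challenge alone and 100% = reference antagonist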
Target sequence (O43613 whole entry, looked up): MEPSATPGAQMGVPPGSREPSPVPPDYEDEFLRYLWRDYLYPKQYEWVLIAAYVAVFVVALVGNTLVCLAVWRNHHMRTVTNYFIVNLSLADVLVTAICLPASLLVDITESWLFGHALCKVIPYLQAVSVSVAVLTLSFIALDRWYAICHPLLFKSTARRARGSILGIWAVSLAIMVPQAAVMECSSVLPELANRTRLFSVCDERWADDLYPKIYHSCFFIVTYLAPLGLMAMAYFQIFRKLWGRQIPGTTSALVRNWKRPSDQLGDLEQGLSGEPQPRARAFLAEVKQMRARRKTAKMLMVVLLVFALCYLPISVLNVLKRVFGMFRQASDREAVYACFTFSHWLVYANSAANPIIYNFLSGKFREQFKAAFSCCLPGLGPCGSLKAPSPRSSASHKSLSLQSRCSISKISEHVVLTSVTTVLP
STK33 inh – inhibitors of purified STK33 kinase, primary screen, biochemical, ADP-Glo luminescence, homogeneous, cell-free. inhibition, % at 10 µM. hit rate 0.073% among 320,000. MBP phosphorylation. Serine/threonine-protein kinase 33 (Homo sapiens), Q9BYT3;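 active = inhibition at or above 25%, using the most active replicate where run in duplicate; inactive = inhibition below 25%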
Target sequence (Q9BYT3 whole entry, looked up): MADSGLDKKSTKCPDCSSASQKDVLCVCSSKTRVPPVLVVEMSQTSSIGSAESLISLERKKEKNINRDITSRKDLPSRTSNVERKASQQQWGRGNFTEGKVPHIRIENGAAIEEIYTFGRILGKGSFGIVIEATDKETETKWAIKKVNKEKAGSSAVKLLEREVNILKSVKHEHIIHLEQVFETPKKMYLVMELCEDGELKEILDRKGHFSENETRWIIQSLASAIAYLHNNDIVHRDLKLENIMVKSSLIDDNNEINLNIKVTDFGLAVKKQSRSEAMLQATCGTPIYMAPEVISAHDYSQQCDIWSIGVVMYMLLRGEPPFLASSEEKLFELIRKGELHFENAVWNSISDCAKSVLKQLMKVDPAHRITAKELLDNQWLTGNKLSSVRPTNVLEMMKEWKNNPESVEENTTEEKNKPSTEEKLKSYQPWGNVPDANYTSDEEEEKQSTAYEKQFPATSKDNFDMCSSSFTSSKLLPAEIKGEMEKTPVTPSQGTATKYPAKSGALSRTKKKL
The depositor's hits bear a star; · = no result given.

SMILES | STK33 inh | OX1R antag
CCOc1ccc(OCC)c(NC(=O)CSc2nnc(C3CC3)n2CC)c1 | -0.9 | 12.5
NC(=O)C1CCN(CC(=O)Nc2cc(S(=O)(=O)N3CCOCC3)ccc2N2CCCC2)CC1 | -1.1 | 3.2
COc1cccc(NC(=O)CN(C)C(=O)CSc2ccc3c(c2)OCCO3)c1 | -0.9 | 2.9
CSc1ccc(CN(C)C(=O)CNC(=O)c2sc3ccccc3c2Cl)cc1 | -1.5 | 7.1
CCOC(=O)CNC(=S)N(Cc1ccccc1)Cc1cccnc1 | -0.6 | 3.7
COc1ccccc1N(CC(=O)NC1CCCCC1)S(C)(=O)=O | 0.7 | -1.6
CC(C)C(CC(=O)NCc1ccco1)c1ccco1 (stereo unspecified) | 0.3 | 7.5
Cc1cc(C)n(-c2nc3ccccc3[nH]c2=O)n1 | 1.3 | 18.9
CSc1ccccc1C(=O)Nc1ccccc1C | -1.1 | 14.9
CCC(C)N(C)C(=O)c1cc2ccccc2c(-c2ccccc2Cl)n1 (stereo unspecified) | -2.5 | 37.0
COc1ccccc1C(C)Nc1ccc(S(=O)(=O)N2CCN(C)CC2)cc1[N+](=O)[O-] (stereo unspecified) | -1.0 | 8.7
CCOc1ccc(S(=O)(=O)N(CC(=O)NN=C2CCN(C)CC2)c2ccc(C)cc2)cc1 | 2.9 | ·
C/C(=N\NC(=O)COc1ccc([N+](=O)[O-])cc1)C(C)(C)C | -2.3 | 7.6
O=C(c1ccc(S(=O)(=O)N2CCOCC2)cc1)N1CCN=C1SCc1cccnc1 | 0.0 | 6.4
COc1ccc(NC(=O)C2CCCN2c2nn3c(=O)cc(C)nc3s2)cc1 (stereo unspecified) | -0.3 | 6.7
Cc1ccc(OCc2cc(C(=O)N3CCN(C4CCCCC4)CC3)no2)cc1C | -0.9 | 2.4
Cc1ccc(C(=O)O)cc1NC(=O)Nc1cccc2ccccc12 | -0.2 | 6.1
CCOC(=O)N1CCN(C(=O)C2CCN(S(=O)(=O)N3CCC4(CC3)OCCO4)CC2)CC1 | 0.7 | 2.3
CC1(C)C2CC=C(/C=N/NC(=S)NCCc3ccccc3)C1C2 (stereo unspecified) | -0.7 | 35.1
CC(=O)C1=C(C)NC(=O)NC1c1cccs1 (stereo unspecified) | -0.3 | 18.4
CC1CCCCN1C(=O)Cn1cc(C=O)c2ccccc21 (stereo unspecified) | -1.2 | 14.5
CC1CCN(C(=O)CCC(=O)Nc2nnc(C3CCCCC3)s2)CC1 | 0.7 | 5.9
Cc1ccc(C2CC(c3cccc(NS(C)(=O)=O)c3)=NN2S(C)(=O)=O)cc1 (stereo unspecified) | -1.8 | 7.3
COc1ccccc1CCC(=O)OCC(=O)N1c2ccccc2NC(=O)C1(C)C | -0.4 | 6.0
O=C(COc1ccc(S(=O)(=O)N2CCOCC2)cc1)NCC1CCCO1 (stereo unspecified) | -3.2 | 10.2
CCCC(C(=O)NCc1ccco1)N(C(=O)CNS(=O)(=O)c1ccccc1)c1ccc(OC)cc1 (stereo unspecified) | -3.2 | 3.7
COCCn1c(CN2CCc3ccccc3C2)nc2c1c(=O)n(C)c(=O)n2C | 0.7 | 9.9
NNC(=O)c1sccc1OCc1ccc(F)cc1 | -0.4 | 17.5
COc1ccc(NCc2cc3ccccc3[nH]c2=O)cc1 | -0.8 | 68.1
Cc1ccccc1Nc1cc2ccccc2c(=O)[nH]1 | 0.2 | 32.7
COc1cc2[nH]c(=O)n(CCCCCC(=O)NC3CCCC3)c(=O)c2cc1OC | -0.3 | 7.0
O=C(O)CSc1ncnc2sc3c(c12)CCCC3 | 6.2 | -3.0
Cc1ccc(C(=O)N/C(=C\c2cccc([N+](=O)[O-])c2)C(=O)Nc2cccc(C(=O)O)c2)cc1 | -0.5 | 26.8
O=C(O)C1CC(=O)N(Cc2ccc(F)cc2)C1 (stereo unspecified) | -1.5 | -4.8
Cc1nc2c(=O)n(-c3ccc(F)cc3F)nc(C)c2s1 | -0.7 | -0.3
CCC(C(=O)OC)n1c(-c2ccccc2)nc2ccccc2c1=O (stereo unspecified) | 1.2 | 18.2
COc1cc(CNc2ccc3[nH]c(=O)[nH]c3c2)ccc1OCc1ccccc1C | -0.8 | 16.8
O=C(O)c1cccc(S(=O)(=O)N2CCC(Cc3ccccc3)CC2)c1 | -0.5 | 14.7
Cc1cc(C(=O)COC(=O)c2ccc(O)cc2)c(C)n1Cc1ccco1 | 0.4 | 23.9
Nn1c(=O)[nH]c2ccccc2c1=O | -1.0 | 7.7
COc1ccc(CN(C)C2CCCCC2)cc1 | 1.6 | 7.8
COc1ccccc1/C=C1\Oc2cc(OC(=O)N3CCOCC3)ccc2C1=O | 0.6 | 16.9
Cc1nn(-c2ccccc2)c2[nH]c(=O)c(CNCc3ccc4c(c3)OCO4)cc12 | -2.0 | 22.8
O=[N+]([O-])c1ccc(C2CCCC/C2=N\OCc2cccc(F)c2)c([N+](=O)[O-])c1 (stereo unspecified) | -1.0 | 8.8
COCCNC(=O)C1CCN(S(=O)(=O)N2CCC3(CC2)OCCO3)CC1 | -0.8 | 8.9
O=C(CSc1ccc(-c2ccc(Cl)cc2)nn1)N1CCCc2ccccc21 | · | 21.5
CCOc1ccc(Cn2nnc(C(=O)Nc3cc(C)cc(C)c3)c2N)cc1 | -0.4 | 6.8
CC(C)(C)S(=O)(=O)c1cnc(N2CCOCC2)nc1N | -1.0 | 5.9
CCOc1ccc(N2CC(=O)N(c3ccc(OCC)cc3)CC2=O)cc1 | -0.7 | 10.2
O=C(NCCc1ccc(F)cc1)NC12CC3CC(CC(C3)C1)C2 | -1.7 | 25.1
Cc1c(NC(=O)C(=O)N/N=C/c2cccs2)c(=O)n(-c2ccccc2)n1C | -0.5 | 7.6
CC(C)Cn1c(N)c(C(=O)COC(=O)c2c(F)cccc2F)c(=O)n(C)c1=O | -1.5 | 19.9
COC(=O)C(O)(NC(=O)OCc1ccccc1)C(F)(F)F (stereo unspecified) | -2.0 | 16.8
Cc1ccc2c(c1)c1c3n2CCN(C(=O)CCl)C3CCC1 (stereo unspecified) | 0.7 | 5.1
COc1ccc2nc(NC(=O)CSc3nnc4n3C(C)(C)Cc3ccccc3-4)sc2c1 | -1.1 | 4.9
CC1CCN(C(=O)c2ccc(S(=O)(=O)Cc3cc(F)ccc3F)c([N+](=O)[O-])c2)CC1 | -0.5 | 29.9
Cc1ccc2[nH]c(=O)c(CN(Cc3cccnc3)C(=O)c3ccncc3)cc2c1 | -1.1 | 13.9
Cc1nc(C)c(-c2csc(Nc3ccc(F)cc3)n2)s1 | -0.5 | 17.2
COCCSc1nnc(NC(=O)CSCc2ccccc2)s1 | -1.3 | 11.3
CCOC(=O)C1C(c2cccc([N+](=O)[O-])c2)C2C(=O)NN=C2CC1(C)O (stereo unspecified) | 0.5 | 20.8

Next section
SMILES | STK33 inh | OX1R antag
Cc1cc(C)c(Cn2cnc(-c3ccc([N+](=O)[O-])cc3)c2)c(C)c1 | -1.4 | 15.4
CCC(=O)NC(c1ccco1)c1cc(Cl)c2ccccc2c1O (stereo unspecified) | -0.2 | 50.0*
CC1CN(c2ccccc2)CCN1C(=O)c1cc(COc2c(F)cccc2F)on1 (stereo unspecified) | -1.2 | -2.5
CCCCCOc1ccccc1C(=O)NCCCCCC(=O)O | -0.4 | 7.0
Cc1ccc(N2C(=O)N3[C@H](c4ccc(Br)cc4)[C@@H]4C(=O)N(C(C)(C)C)C(=O)[C@@H]4[C@]3(C)C2=O)cc1 | 1.2 | 24.6
CCN(CC)CCCN1C(=O)C(O)=C(C(=O)c2ccc(C)o2)C1c1ccc(C)o1 (stereo unspecified) | -1.1 | 13.0
Cc1ccc(C(=O)Nc2ccc3c(c2)CCC3)cc1 | -0.2 | 33.4
COC(=O)[C@H](Cc1ccccc1)NC(=O)Nc1ccc(OC)cc1 | -0.4 | 10.2
N#C/C(C(=O)c1ccccc1)=C1/CCCN1 | -3.1 | 11.2
CC(=O)c1ccc(CCCC(=O)O)cc1 | 0.0 | 5.9
O=C(CCn1cccn1)Nc1ccc2c(c1)OCCO2 | -0.4 | 7.8
CCc1ccc(NC(=O)CSc2nc(=O)n(CCCN3CCOCC3)c3c2CCC3)cc1 | -0.8 | 26.2
O=C(CCN1CCN(c2ccccc2)CC1)Nc1ccc2c(c1)OCO2 | -1.3 | -2.0
COc1ccc(OCC(=O)N2c3ccccc3CCc3ccccc32)cc1 | -0.7 | 11.8
Cc1ccc(NC(=S)N(Cc2cccs2)Cc2cc3cc(C)cc(C)c3[nH]c2=O)cc1 | -1.3 | 9.9
O=C(N/N=C\C=C\c1ccc2c(c1)OCO2)c1ccc(F)cc1 | -2.0 | 20.9
Cc1ncoc1C(=O)N1CCCC(C(=O)c2cccc(OC(C)C)c2)C1 (stereo unspecified) | -0.6 | 13.7
CCCCc1cc(=O)oc2cc(OCC(=O)NCCN3CCOCC3)c(Cl)cc12 | -2.2 | 11.9
CCOc1cc(C(=S)N2CCOCC2)ccc1OC(=O)c1ccccc1 | -1.2 | 15.8
O=C(NCC1OCCc2ccccc21)c1cc(COc2c(F)cccc2F)on1 (stereo unspecified) | -0.8 | 11.3
COC(=O)COc1ccc2oc(=O)cc(-c3cc4cccc(OC)c4o3)c2c1 | -1.3 | 18.2
CCC(c1nnnn1CCC(C)C)N1CCC(C(N)=O)CC1 (stereo unspecified) | -0.2 | 4.6
CCC(=O)c1ccc(OCC(O)CN2CCN(C(c3ccccc3)c3ccccc3)CC2)cc1 (stereo unspecified) | 0.8 | -7.7
COc1ccccc1S(=O)(=O)Cc1ccc(C(=O)NC(C)c2ccc3c(c2)OCCO3)o1 (stereo unspecified) | -1.0 | 19.9
CN(C)C(=O)c1ccc(-n2nc(C(F)(F)F)c3c2CCCC3)cc1 | 1.0 | 21.4
O=C(NCC(=O)N(CC1CCCO1)C(C(=O)NC1CCCCC1)c1cccnc1)c1cccs1 (stereo unspecified) | -2.1 | 12.8
COc1ccc(CCN=C(N)NS(=O)(=O)c2ccccc2)cc1OC | -0.6 | 14.0
COC(=O)c1c(C(=O)OC)c(-c2ccc(C)cc2)n2c1CS(=O)(=O)C2 | -2.7 | 17.6
Cc1ccc(-c2nc3c(c(=O)[nH]c(=O)n3CC(C)C)n2CC(C)C)cc1[N+](=O)[O-] | 0.6 | 7.8
CCCOC(=O)c1ccc(NC(=O)CC(C)(C)C)cc1 | -2.0 | 14.8
CCc1ccc(OCCOCC(O)CNC2CCCC2)cc1 (stereo unspecified) | -0.3 | 15.3
CCS(=O)(=O)C1=NSC2=NC(=O)/C(=C\c3ccc(OC(=O)c4ccco4)cc3)C(=N)N21 | 0.0 | 18.5
Cc1cc(C(F)F)nn1CC(=O)NC1C(=O)N2C(C(=O)O)=C(CSc3nnnn3C)CSC12 (stereo unspecified) | -2.2 | 4.2
Cc1occc1C(=O)N(Cc1nc(-c2ccccc2)no1)C(C)C | 0.0 | 24.5
O=C(C1CCN(S(=O)(=O)c2ccc(Cl)cc2)CC1)N1CCOCC1 | -0.3 | 6.7
Cc1cc(C)cc(NC(=O)Cc2ccc(S(=O)(=O)N3CCCC3)s2)c1 | 0.2 | 3.8
COc1ccc(-c2csc(NC(=O)C3CCCO3)n2)cc1 (stereo unspecified) | -1.6 | 14.4
CC(=O)Nc1cc2nc(C)n(Cc3ccccc3[N+](=O)[O-])c2nc1C | -0.8 | 11.5
CCCCCCCCNC(C)C(O)c1ccc(SC(C)C)cc1 (stereo unspecified) | -0.4 | 0.0
COc1cc(NS(=O)(=O)c2ccc3c(c2)n(C)c(=O)n3C)cc(OC)c1 | -1.4 | 9.8
CCn1c(=N)n(CC(=O)c2ccc(Cl)c(Cl)c2)c2ccccc21 | -0.6 | -0.5
CCn1c2ccccc2c2cc(NC(=O)CSc3nnc(-c4cccc(F)c4)o3)ccc21 | -2.3 | 13.9
CC1CN(C(=O)C2CC(=O)N(c3ccc(Cl)cc3)C2)CC(C)O1 (stereo unspecified) | -0.7 | 8.6
CCOc1ccc(S(=O)(=O)NCc2ccccn2)c(C)c1C | -0.2 | 19.8
COc1ccc2c(/C=N/NS(=O)(=O)c3ccc(C)cc3)c[nH]c2c1 | -1.3 | 6.9
CCC1=Nc2cc(C(=O)NCC3CCCO3)ccc2Sc2ccc(Br)cc21 (stereo unspecified) | 1.8 | 18.6
Cc1ccccc1N(CC(N)=O)S(C)(=O)=O | 0.4 | 11.8
CCOC(=O)c1ccc(NC(=O)CSc2nc3c(c(=O)n2-c2ccccc2OC)SCC3)cc1 | 0.0 | 2.4

Entries of single compounds as entered above:
`O=C(N/N=C\C=C\c1ccc2c(c1)OCO2)c1ccc(F)cc1` reads STK33 inh = -2.0; OX1R antag = 20.9
`COc1ccc2c(/C=N/NS(=O)(=O)c3ccc(C)cc3)c[nH]c2c1` reads STK33 inh = -1.3; OX1R antag = 6.9

The listing picks up with the three entries that preceded the break.
SMILES | STK33 inh | OX1R antag
CCC1=Nc2cc(C(=O)NCC3CCCO3)ccc2Sc2ccc(Br)cc21 (stereo unspecified) | 1.8 | 18.6
Cc1ccccc1N(CC(N)=O)S(C)(=O)=O | 0.4 | 11.8
CCOC(=O)c1ccc(NC(=O)CSc2nc3c(c(=O)n2-c2ccccc2OC)SCC3)cc1 | 0.0 | 2.4
CN(Cc1ccccc1)C(=O)c1cc2ccccc2o1 | -0.3 | 9.5
Cc1oc(-c2ccccc2F)nc1CS(=O)(=O)CC(=O)NCCCc1ccccc1 | 5.4 | 18.6
COc1cc2oc3ccccc3c2cc1N(CC(=O)N1CCCCC1)S(=O)(=O)c1ccc(C)cc1 | -1.2 | 24.4
O=C(NCCCCNC(=O)C(F)(F)F)C(F)(F)F | -3.0 | 6.1
CN(C(=O)CSc1ccccc1C(=O)O)C1CCCCC1 | -1.4 | 7.6
Cc1ccc(C(=O)NC(C)c2ccccc2)cc1Br (stereo unspecified) | -0.3 | 5.9
O=C(Nc1ccc(NC(=O)C2CC2)nc1)c1cccs1 | -1.0 | 28.0
O=C(Cn1ccc([N+](=O)[O-])n1)Nc1ccccn1 | -0.7 | 33.0
